Efa HMGR inh = inhibitors of E. faecalis class II HMGR, primary screen, biochemical, Enterococcus faecalis. 0.41% of 190,000 active. HMG-CoA reductase (Enterococcus faecalis, mvaE). purified E. faecalis HMGR, NADPH absorbance 340 nm kinetic. inhibition, % at 10 µM;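 active = inhibition above a set limit, the median over all tested compounds plus 3 SD, cut at about 9.5% in these data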;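 note: enzyme runs in reverse so mevalonate oxidation gives rising NADPH absorbance; 0% = complete reaction with DMSO and 100% = background rate lacking mevalonate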
TNAP inh noacc = human TNAP enzyme inhibitors, primary screen, biochemical, luminescent, no phosphate acceptor, uHTS | Alkaline phosphatase, tissue-nonspecific isozyme (Homo sapiens), P05186 | purified TNAP, CDP-star luminescence, 30 min | inhibition, % at 20 µM | 0.26% of 200,000 active | AID 1012, 2008;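 active = tissue-nonspecific alkaline phosphatase inhibition above about 50% at 20 µM in the single-dose screen, limit read from the data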;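 note: 0% = DMSO negative control and 100% = EDTA positive control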
PMI act satM6P = human PMI activators, high substrate, primary screen, biochemical, fluorescence intensity, near-saturating mannose 6-phosphate. activation factor at 20 µM. Mannose-6-phosphate isomerase (Homo sapiens), P34949. coupled PMI enzyme assay, resazurin fluorescence, 20 min; hits give high values; 1 = untreated enzyme, 0 = substrate-free blank. AID 1216, 2008. 0.34% of 190,000 active;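 active = activation factor of 2 or more at 20 µM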
Target sequence (P34949 whole entry, looked up): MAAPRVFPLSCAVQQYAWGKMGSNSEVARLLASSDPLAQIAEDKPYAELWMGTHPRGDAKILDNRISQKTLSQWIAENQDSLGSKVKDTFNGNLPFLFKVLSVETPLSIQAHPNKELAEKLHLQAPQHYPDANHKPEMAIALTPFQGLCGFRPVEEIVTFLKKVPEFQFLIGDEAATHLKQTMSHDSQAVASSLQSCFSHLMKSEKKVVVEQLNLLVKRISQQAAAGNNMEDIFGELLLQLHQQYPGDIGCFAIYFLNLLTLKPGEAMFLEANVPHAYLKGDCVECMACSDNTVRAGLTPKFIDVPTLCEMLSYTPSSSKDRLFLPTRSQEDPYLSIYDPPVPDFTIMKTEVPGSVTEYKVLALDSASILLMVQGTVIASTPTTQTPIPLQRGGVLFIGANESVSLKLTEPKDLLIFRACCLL
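Technique: Diaphorase-driven resazurin-to-resorufin fluorescence, excitation 544, emission 590 nm | Assay system: Human PMI in coupled enzyme assay | Times: Enzyme reaction with compound 20 min at room temperature | Medium: HEPES-buffered pH 7.4 with magnesium and detergent | Reagent: Mannose-6-phosphate 1.0 mM (near-saturating) plus 0.22 mM NADP+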
RAM network inh = inhibitors of the yeast RAM network, primary screen, dse1pr::URA3 reporter, 5-FOA selection; S. cerevisiae dse1pr::URA3 reporter, 5-FOA growth OD615, 2 d; analog-sensitive cbk1-as2 kinase mutant strain; inhibition, % at 50 µM; 1.8% of 190,000 active;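 active = inhibition above a set limit, 3 SD over mean compound inhibition, cut at about 8.4% in these data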;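 note: 0% = DMSO-only wells with no growth and 100% = 10 µM 1-NA-PP1 full growth; inhibition rescues growth on 5-FOA so higher OD means more RAM inhibition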
PMI act = activators of human PMI, primary screen, biochemical, fluorescence intensity, near-Km mannose 6-phosphate; Mannose-6-phosphate isomerase (Homo sapiens), P34949; purified human PMI, coupled resazurin fluorescence, 20 min; hits give high values; 1 = vehicle control, 0 substrate-free wells; activation factor at 20 µM; 0.005% of 190,000 active; AID 1214, 2008;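 active = activation factor of 2 or more at 20 µM, relative to plate controls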
S1P3 antag = S1P3 receptor antagonists, primary screen, cell-based. CHO S1P3 NFAT-BLA reporter, FRET fluorescence, antagonist mode. 0.27% of 170,000 active. Sphingosine 1-phosphate receptor 3 (Homo sapiens), Q99500. inhibition, % at 4.98 µM;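 active = inhibition above the plate cutoff, the mean inhibition of test wells on that plate plus 3 SD, cut at about 28% in these data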;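 note: cells challenged with S1P at its EC80 of 0.8 µM; blue over green emission ratio from cleaved BLA substrate after 4 h stimulation; 0% = S1P-stimulated wells and 100% = unstimulated DMSO-only wells; some compounds past the cut are filed as inactive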
Target sequence (Q99500 whole entry, looked up): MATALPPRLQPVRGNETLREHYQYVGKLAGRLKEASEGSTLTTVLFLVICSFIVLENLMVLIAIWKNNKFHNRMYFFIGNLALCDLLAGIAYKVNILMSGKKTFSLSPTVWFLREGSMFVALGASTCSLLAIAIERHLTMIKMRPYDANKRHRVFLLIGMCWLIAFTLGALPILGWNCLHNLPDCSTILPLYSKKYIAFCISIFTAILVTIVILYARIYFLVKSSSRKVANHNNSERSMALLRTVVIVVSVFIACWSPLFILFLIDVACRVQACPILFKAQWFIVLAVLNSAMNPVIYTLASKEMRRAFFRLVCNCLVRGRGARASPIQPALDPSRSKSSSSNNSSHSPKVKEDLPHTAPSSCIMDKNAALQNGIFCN
Redox H2O2 prof = compounds producing H2O2 with reducing agent – biochemical, NIH compound library profiling, artefact control for MLSCN library redox annotation, primary screen; DTT-dependent redox cycling H2O2, phenol red/HRP absorbance; 100% = 100 µM peroxide control, 0% = buffer; activation, % at 10 µM; 0.03% of 200,000 active; AID 878, 2007;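 active = activation of at least 50% relative to the plate's high and low controls in the primary single-dose screen; inactive = activation below 50%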;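 note: compound incubated with DTT at 0.8 mM final as the reducing agent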
Hsp70 activator = Hsp70 transcriptional activators, primary screen, cell-based, HeLa, Hsp70 promoter luciferase, luminescence, 10 µM | HeLa Hsp70 promoter luciferase reporter; scaled: vehicle 0, proteasome-inhibitor control 100% | activation, % at 10 µM | 0.04% of 200,000 active | AID 1203, 2008;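 active = activation above the mean across all tested compounds plus 3 SD, cutoff set per campaign, cut at about 5.5% in these data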;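 note: 100% = MG132 at 30 µM as the positive control and 0% = DMSO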
Lmaj promast = Leishmania major promastigote growth inhibition, primary screen | AID 1063, 2008 | Leishmania major promastigotes, resazurin fluorescence viability | 9% of 200,000 active | inhibition, % at 10 µM; in the data active = inhibition above about 50%;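 note: promastigotes grown with compound for 44 hours at 28 °C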
TNAP inh hi DEA = human TNAP enzyme inhibitors, primary screen, biochemical, luminescent, high phosphate acceptor level, uHTS. Alkaline phosphatase, tissue-nonspecific isozyme (Homo sapiens), P05186. purified TNAP, CDP-star luminescence, 1 M DEA. inhibition, % at 20 µM. 0.03% of 200,000 active;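 active = over 50% inhibition of tissue-nonspecific alkaline phosphatase at 20 µM in the single-dose screen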;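 note: plate controls were DMSO wells for no effect and EDTA-quenched wells as full inhibition for full effect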
The depositor's hits bear a star; . = not tested or not shown; & = joins results of further samples. Not all compounds are listed, so the mix of outcomes need not match the whole.

SMILES	Efa HMGR inh	TNAP inh noacc	PMI act satM6P	RAM network inh	PMI act	S1P3 antag	Redox H2O2 prof	Hsp70 activator	Lmaj promast	TNAP inh hi DEA
CCN(CC)CCN1Cc2ccccc2C1=N	-2	-8	0.9	1.2	0.9	10	0.0	-0.5	3	-3
CC(C)[C@H]1C(=O)N2CCC[C@H]2[C@]2(O)O[C@](NC(=O)[C@@H]3C=C4c5cccc6[nH]cc(c56)C[C@H]4N(C)C3)(C(C)C)C(=O)N12	3	-1	1	3.7	1	-26	0.1	-0.2	15	10
C[N+]1(C)CCc2cc3c(cc2[C@H]1[C@@H]1OC(=O)c2c1ccc1c2OCO1)OCO3	-4&4	-29&-31	1.2&1.1	1.1	1&1.1	1&24	-0.8	-0.1&-0.1	-4	-3&-3
COc1cccc(C2(O)CCN(Cc3ccncc3)CC2)c1	3	-6	.	3.6	.	-21	-0.2	-0.1	92*	-4
COc1ccc(-c2nn(CCC#N)cc2C(=O)O)cc1	-5	-6	0.9	0.1	1	-25	0.1	0.1	-1	-4
CCOC(=O)c1c(C)[nH]c(C(=O)C(C)N2CCCC2)c1C (centres undefined)	1	1	1	1.2	0.9	4	0.9	-0.4	-4	-3
C=CCN1C(=O)NC(=O)/C(=C\c2ccc(-c3ccccc3[N+](=O)[O-])o2)C1=O	-2	14	0.8	-0.4	0.9	6	0.4	-0.4	-4	-1
C=C(C)CN1CC[C@]23c4c5ccc(O)c4O[C@H]2c2[nH]c4ccccc4c2C[C@@]3(O)C1C5	4	-4	1	.	0.9	0	.	0.1	.	-7
CCC1(CC)C(=O)NC(=NCCc2c[nH]c3ccccc23)NC1=O	-5	-8	1	-0.5	0.9	-8	1.0	-0.2	-1	-3
CCNc1ccc(P(=S)(N(C)C)N(C)C)cc1	5	-8	0.9	0.6	0.8	.	2.3	0.5	21	1
CCN1C(=O)C(=C2C=C(C)OC(C)=C2)C(=O)N(CC)C1=S	0	-2	0.9	5.9	1	2	0.1	-0.3	-7	-3
CCOC(=O)C1C(=O)NC2(C)CC1c1cc(OC)ccc1O2 (centres undefined)	-8	8	1.1	0.2	1	-8	0.4	0.1	-5	0
COc1ccccc1N1CCN(Cc2cccc(OC)c2O)CC1	5	-2	1	2.2	1.1	-2	0.3	-0.3	6	-4
CC(C)(C)NC(=S)N1CCn2cccc2C1c1cccnc1 (centres undefined)	-6	-12	1	0.9	1.1	5	-0.6	-0.2	-3	-6
COC(=O)C1=C(N)Oc2c(c(=O)oc3ccccc23)C1c1cccnc1 (centres undefined)	2	-6	1	1.4	1	.	0.0	0.0	9	0
CC1=CC(=C2C(=O)NC(=S)NC2=O)C=C(C(F)(F)F)N1Cc1ccccc1	1	1	2*	4.8	1.7	-15	-1.7	-0.3	8	6
CCc1sc(C(=O)N2CCC3(CC2)OCCO3)cc1Br	1	-10	1	0.0	0.9	19	-3.1	0.0	-7	-6
c1ccc(C2OCCN3CCCCC23)cc1 (centres undefined)	-2	-1	1.1	1.4	1.1	0	1.2	-0.2	2	-4
Cc1cc(/C=C2\C(=O)NC(=O)N(c3ccc(Cl)cc3)C2=O)c(C)n1-c1sc2c(c1C#N)CCCC2	-7	-3	1.2	2.8	1.1	-5	0.3	-0.5	0	-2
C=CP(=O)(O)c1ccccc1	-5	-10	1.1	1.0	1.1	-2	-0.8	0.2	-10	-5
CCC12CN3CC(CC)(CN(C1)C3c1cccnc1)C2=O (centres undefined)	-10	-4	1	0.4	0.9	.	0.0	-0.5	1	0
CCc1ccc(CN2CCN(C(=O)Cc3ccccc3)CC2)cc1	-6	-6	0.8	2.2	0.8	2	0.2	-0.2	-6	-3
Cc1cccc(C)c1NC(=O)c1cccn(Cc2ccc3c(c2)OC(F)(F)O3)c1=O	-5	16	0.9	1.4	0.9	.	0.8	-0.3	31	-1
CCc1ccc(NC(=O)C(C)OC(=O)c2c(C)nn(Cc3ccccc3)c2Cl)cc1 (centres undefined)	-15	-9	0.8	6.8	0.8	-6	0.5	-0.4	-1	2
Cc1[nH]c2c(Cl)cccc2c1CCN	.	-7	0.8	.	0.8	-10	0.6	-0.3	56*	-2

Part of the list above, set out differently.
| SMILES | Efa HMGR inh | TNAP inh noacc | PMI act satM6P | RAM network inh | PMI act | S1P3 antag | Redox H2O2 prof | Hsp70 activator | Lmaj promast | TNAP inh hi DEA |
| --- | --- | --- | --- | --- | --- | --- | --- | --- | --- | --- |
| CCc1ccc(NC(=O)C(C)OC(=O)c2c(C)nn(Cc3ccccc3)c2Cl)cc1 (centres undefined) | -15 | -9 | 0.8 | 6.8 | 0.8 | -6 | 0.5 | -0.4 | -1 | 2 |
| COc1cccc(C2(O)CCN(Cc3ccncc3)CC2)c1 | 3 | -6 | . | 3.6 | . | -21 | -0.2 | -0.1 | 92* | -4 |
| CCN1C(=O)C(=C2C=C(C)OC(C)=C2)C(=O)N(CC)C1=S | 0 | -2 | 0.9 | 5.9 | 1 | 2 | 0.1 | -0.3 | -7 | -3 |
| COc1ccc(-c2nn(CCC#N)cc2C(=O)O)cc1 | -5 | -6 | 0.9 | 0.1 | 1 | -25 | 0.1 | 0.1 | -1 | -4 |
| C=CP(=O)(O)c1ccccc1 | -5 | -10 | 1.1 | 1.0 | 1.1 | -2 | -0.8 | 0.2 | -10 | -5 |
| C[N+]1(C)CCc2cc3c(cc2[C@H]1[C@@H]1OC(=O)c2c1ccc1c2OCO1)OCO3 | -4&4 | -29&-31 | 1.2&1.1 | 1.1 | 1&1.1 | 1&24 | -0.8 | -0.1&-0.1 | -4 | -3&-3 |

(cont.)
SMILES	Efa HMGR inh	TNAP inh noacc	PMI act satM6P	RAM network inh	PMI act	S1P3 antag	Redox H2O2 prof	Hsp70 activator	Lmaj promast	TNAP inh hi DEA
C=CCN1C(=O)NC(=O)C(Cc2ccc(OC)c(OC)c2)C1=O (centres undefined)	1	-8	0.8	2.0	0.8	-10	2.2	-0.5	-1	-7
CC1(C)CN=C(Nc2ccc(F)c(F)c2)S1	1	10	1	0.3	1.1	-11	-3.7	-0.3	2	-2
Clc1ccc2c(c1)C(OC1CN3CCC1CC3)c1ccccc1CS2 (centres undefined)	1	-20	1	-0.7	1.1	-2	-0.1	-0.1	100*	-6
CCC(=NCCCN(CC)CC)c1c(O)n(C2CCCCC2)c(=O)[nH]c1=O	-1	-12	1	0.9	1	-16	-1.1	0.1	92*	-6
Cc1ccc(Cl)cc1-n1c(O)c(C=NCCCN2CCOCC2)c(=O)[nH]c1=O	0	4	1.1	0.9	1	-2	-0.2	0.0	3	-5
CC[n+]1c(SC)ccc2cc(OC)ccc21	5	-13	1.2	1.0	1.4	-1	0.3	-0.4	17	-9
O=C(Cn1cc(C(=O)c2ccccc2F)c2ccccc21)NC1CC1	-8	-9	1.1	1.7	1	0	-0.9	0.2	-9	-7
CN1c2ccc([N+](=O)[O-])cc2CC2(C(=O)NC(=O)NC2=O)C1c1ccccc1 (centres undefined)	-3	10	0.9	0.2	1	10	-0.4	-0.5	4	14
O=c1[nH]c2ccccc2c(=O)n1-c1cccc(Cl)c1	0	-16	1	0.8	1.1	.	-0.3	0.1	0	-8
CCOC(=O)C1=C(N)OC(C)=C(C(=O)OCCOC)C12C(=O)Nc1ccccc12 (centres undefined)	0	-2	1.1	-0.2	1	-18	1.0	0.1	-10	8
Cc1ccccc1-c1nc(CS(=O)CC(=O)N2CCC3(CC2)OCCO3)c(C)o1 (centres undefined)	-2	-11	1	3.4	1	-6	1.4	0.0	1	-1
O=Cc1c(C(=O)O)n(Cc2ccc(Cl)cc2)c2ccccc12	-2	-3	1.1	2.2	1.1	-3	0.2	-0.1	-3	2
Cc1nn(Cc2c(Cl)cccc2Cl)c(Cl)c1C(=O)O	6	-11	1.1	1.0	1.1	0	-0.6	0.1	-5	0
CCN1CCN(c2ncnc3ccc(Br)cc23)CC1	1	-7	1	1.3	1	20	0.5	-0.4	6	-10
O=C(OCC(=O)c1ccc([N+](=O)[O-])cc1)/C(=C\c1ccc(Cl)cc1)NC(=O)c1ccccc1	1	-2	1.2	3.6	1.2	.	-11	0.1	-8	2
O=C1OCCC1NC1=NCCC1 (centres undefined)	-2	-4	0.9	-0.3	0.9	-27	1.0	-0.2	-5	0
N=C1C(c2ccccc2)=C(O)CN1Cc1ccco1	-1	-14	1.1	.	1	-14	-0.6	-0.1	-2	-2
CN(C)C(=O)Oc1cccc(-c2cn3cc(Cl)ccc3n2)c1	-1	-4	1.1	0.8	1.2	10	0.1	0.0	3	-6
CCCCn1c(N)c(C(=O)OCC2CCCO2)c2nc3ccccc3nc21 (centres undefined)	1	1	0.9	0.8	0.8	27	-0.4	-0.2	100*	-4
CCN1CC2([N+](=O)[O-])CC=C(Cl)C([N+](=O)[O-])(C1)C2 (centres undefined)	3	-9	1.1	0.1	1.1	-16	-0.3	0.4	-3	-4
COCCNCCOc1ccc(C(C)(C)c2ccccc2)cc1	1	-9	1	1.3	0.9	-2	-0.3	-0.2	98*	3
COc1ccc(C(=O)C2CCCN(Cc3cnc(C)s3)C2)c(OC)c1 (centres undefined)	16*	-9	1	0.1	0.9	-4	-0.7	-0.2	87*	-7
CC(=NCc1ccco1)c1c(O)n(-c2ccccc2)c(=O)[nH]c1=O	-5	-11	0.9	1.1	1	.	0.4	0.3	1	-2
O=C(c1ccccc1F)c1cn(CC(=O)N2CCCC2)c2ccccc12	-3	3	1.1	-0.5	1	.	-2.5	-0.1	6	-6
COc1ccc(OCC(=O)N2CCN(Cc3ccc(SC)cc3)CC2)cc1	-1	-11	.	-1.0	.	-5	0.0	0.1	84*	-4
CCOc1ccc(C2C(C#N)=C(N)Oc3c2c(=O)oc2ccccc32)cc1 (centres undefined)	-4	-7	1	6.9	1	.	1.7	0.0	-4	-2
COc1ccc2[nH]cc(CCN=C(N)N)c2c1	1	-13	1	0.8	1.1	-2	-0.3	0.0	-2	-2
Brc1ccc2[nH]cc(/C=N/N3CCCCC3)c2c1	6	-4	0.8	0.8	0.9	-8	-0.2	-0.2	6	-6
N=c1sc2c(n1Cc1ccccc1)CCCC2	-7	-13	1	1.9	1	4	0.5	-0.4	-4	-8
CCOC(=O)C1CCN(C(C)C(=O)c2c(C)[nH]c3cc(C)ccc23)CC1 (centres undefined)	-3	-14	0.9	1.2	0.9	-25	0.2	0.2	18	-8
